PGC1a acetyl inh: inhibitors of PGC1a acetylation signal, primary screen, cell-based, U2OS, AlphaScreen, inhibitor mode. AID 651687, 2012. AlphaScreen anti-acetyl-lysine; with virally co-expressed GCN5 acetyltransferase. hit rate 0.17% among 350,000. inhibition, % at 15.6 µM;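 active means every replicate shows inhibition of at least 40%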;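 further: 0% = neutral control wells and 100% = positive control wells; some results beyond the cut were filed as inactive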
Statin myotox sup: suppressors of statin myotoxicity in C2C12 myotubes, primary screen, cell-based, single point, plate reader; C2C12 myotubes + simvastatin, ATP luminescence, 48 h; scaled: DMSO 0, geranylgeraniol control 100; rescue of ATP level, % at 7.49 µM; hit rate 0.78% among 330,000;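 active means mean ATP rescue above about 67%, or every replicate alone reaching that limit, limit read from the data, passing the limit was not always enough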;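 further: myotubes were challenged with 10 µM simvastatin during compound exposure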
INS-1E GSIS act: GLuc luminescence reporter in INS-1E cells, primary screen for activators of glucose-dependent secretion of insulin | INS-1E GLuc reporter insulin secretion, 2-3 h | activation, % at 16.6 µM | hit rate 0.61% among 370,000 | AID 743287, 2014;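 active means lowest replicate activation of at least 40%, so every replicate reaches that level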;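 further: 0% = median of neutral control wells and 100% = median of IBMX positive control wells; some compounds called inactive have numbers as strong as hits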
PglD DTNB: C. jejuni PglD acetyltransferase inhibitors, primary screen, biochemical, DTNB colorimetric, single point; UDP-N-acetylbacillosamine N-acetyltransferase PglD (Campylobacter jejuni); purified PglD enzyme, DTNB colorimetric CoA detection; inhibition, % at 12.5 µM; hit rate 0.098% among 360,000; AID 602405, 2012; in the data active means inhibition above about 16%, passing the limit was not always enough; further: strong numbers were not always called active
FN deposition inh: inhibitors of fibronectin matrix deposition, primary screen, AH1F cells, Alexa488-fibronectin fluorescence, plate reader; AH1F fibroblasts, overnight; hit rate 0.086% among 350,000; inhibition, % at 12.6 µM;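 active means mean inhibition across replicates of 30% or more, regardless of how many single replicates reach that level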;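 further: positive control wells lacked labelled fibronectin entirely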
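Material – AH1F fibroblast monolayer, labelled fibronectin deposition · Reagent – labelled fibronectin 24 nM · Timing – 1 h adhesion, overnight exposure · Measured by – fluorescence at 485 nm excitation, 525 nm emission · Read-out – inhibition of fibronectin deposition signal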
miR-122 sensor: miR-122 Renilla sensor signal increase in Huh7, primary screen, miR-122 inhibitor project, cell-based, single point, plate reader. Huh7 miR-122 Renilla luciferase sensor, 48 h; neutral wells = 0, positive control = 100. activation (reporter increase), % at 12.5 µM. hit rate 0.3% among 340,000. AID 602342, 2012;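 active means mean replicate activation score at least 90 and every replicate individually at or above 90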;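 further: higher luciferase means less miR-122 activity so hits act as miR-122 inhibitors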
Cneo AK release: Cryptococcus neoformans cell lysis inducers, primary screen, AK release luminescence, single concentration | lysis activity, % at 15 µM | hit rate 0.2% among 360,000 | C. neoformans lysis, adenylate kinase release luminescence, 4 h; normalised: neutral wells 0, clomiphene wells 100;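 active means mean lysis activity across replicates of at least 80%, whatever share of replicates individually reach that level; inactive means mean lysis activity below 80%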
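Assay system: C. neoformans cells. Amount: yeast cell density of 5 × 10^6 cells/mL. Technique: AK luminescence. Buffer or medium: YPD. Times: static 4 h at 37 °C with compound, 1 h detection. Dosing: single-point compound dose. Read-out: lysis from increased AK signal.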
CFTR F508del cor: F508del CFTR correction, initial screen, CFBE line, single point; AID 720511, 2013; hit rate 0.36% among 350,000; CFBE cells, YFP halide quenching; stimulated with forskolin plus potentiator P3; % fluorescence drop versus neutral controls; activity (quench increase), % at 7.58 µM;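 active means mean added fluorescence quench of at least 8% versus neutral control, with both replicates also reaching 8%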;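 further: cells transiently co-express mutant CFTR-F508del with the halide-sensitive YFP; corrector assay measuring rescue of mutant channel to the surface after 24 h compound exposure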
An asterisk follows results filed as active; nt = not tested or not shown; [ ] = remark or other dose.

smiles	PGC1a acetyl inh	Statin myotox sup	INS-1E GSIS act	PglD DTNB	FN deposition inh	miR-122 sensor	Cneo AK release	CFTR F508del cor
Cc1ccc(/C(CSc2nccn2-c2ncc(C(F)(F)F)cc2Cl)=N\O)cc1	-7.0	-16.8	nt	3.8	nt	-1.5	0.0	nt
COc1ccc(NC(=O)Nc2ccc3c(c2)C(=O)N([C@H](C)CO)C[C@H](C)[C@@H](CN(C)C(=O)Cc2ccccc2)OCCCC[C@H](C)O3)cc1	-7.0	nt	-24.1	1.3	nt	2.8[16.7 µM]	-0.8	-1.6
COc1ccc(NC(=O)Nc2ccc3c(c2)C(=O)N([C@@H](C)CO)C[C@@H](C)[C@@H](CN(C)C(=O)CCC(F)(F)F)OCCCC[C@@H](C)O3)cc1	5.6	nt	-7.9	-0.7	nt	-4.2[16.7 µM]	0.4	-2.4
CCOc1ccc(C(=O)Nc2ccc3c(c2)OCCO3)cc1OC	7.2	-27.8	34.7	-4.9	nt	-1.6	-3.4	-4.1
Cc1cc(/C=N/NC(=O)c2cccc(N(C)C)c2)c(C)n1-c1cc(C(=O)O)cc(C(=O)O)c1	1.8	-3.7	-3.8	nt	-1.4	-2.6	nt	3.0
CO[C@@H]1CN(C)C(=O)c2cc(NS(C)(=O)=O)ccc2OC[C@H](C)N(C(=O)C2CCCC2)C[C@@H]1C	nt	-8.1	1.4	-1.8	-1.4	3.2[16.7 µM]	0.9	0.1
COc1ccccc1C(=O)Nc1ccccn1	7.7	nt	9.1	-3.2	-2.2	-0.6	3.0	nt
C[C@@H]1CN([C@@H](C)CO)C(=O)c2cccc(NC(=O)c3ccncc3)c2O[C@@H]1CN(C)C(=O)Nc1cccc2ccccc12	-5.4	15.4	12.0	5.3	nt	-6.3[16.7 µM]	-4.2	-3.2
CCN(CC)c1ccc(/C=N\N2CCN(Cc3ccc(C)cc3)CC2)cc1	-3.0	nt	-11.9	nt	1.0	-3.3	nt	0.0
CCOc1ccc2nc(NCCNC(=O)C3CC3)c(C)cc2c1	-4.5	nt	nt	-4.6	0.7	-7.1	2.8	nt
NCCCSC1=NCCCN1	1.2	0.0	nt	2.5	-1.2	-14.5	0.9	nt
C[C@H]1CCCCO[C@@H](CN(C)Cc2ccc(C(=O)O)cc2)[C@@H](C)CN([C@@H](C)CO)C(=O)c2cc(NC(=O)Nc3ccc(C(F)(F)F)cc3)ccc2O1	1.3	nt	-3.1	-1.1	nt	11.5[16.7 µM]	0.4	2.0
O=C(Nc1cc2c(oc1=O)CCCC2=O)c1ccccc1	5.6	-22.7	nt	-5.1	-0.6	34.5	-1.9	nt
CS(=O)(=O)N1CCC(C(=O)Nc2ccc(F)cc2)CC1	11.6	0.4	-2.7	5.7	-4.0	-5.3	0.1	-0.4
O=C(Nc1cc(F)ccc1F)N[C@H]1C=C[C@H](CC(=O)N2CCc3ccccc3C2)O[C@H]1CO	-0.5	nt	-11.4	nt	-2.6	nt	nt	0.8
COc1ccc(CN(C)C[C@H]2OCCCC[C@@H](C)Oc3ccc(NC(=O)Nc4cccc5ccccc45)cc3C(=O)N([C@@H](C)CO)C[C@@H]2C)cc1	10.6	nt	-18.9	-0.2	nt	-12.7[16.7 µM]	-2.1	-3.4
Cc1ccc(-n2c(SCC(=O)NC3CCCCC3)nc3c(c2=O)SCC3)cc1	-31.2	8.1	nt	-1.2	-4.1	-1.1	-0.4	-0.8
COc1ccc(S(=O)(=O)N2CCN(C(=O)C3CCCCC3)CC2)cc1	1.8	-6.3	1.1	-3.6	-9.9	-1.4	-0.8	-3.1
CN1c2ccccc2C(C)(C)C12C=Cc1cc(O)ccc1O2 (stereo not drawn)	-0.4	0.4	-20.8	-0.7	nt	-7.8	1.1	0.0
CCNC(=S)N/N=C/c1ccc(C(=O)O)cc1	-7.6	nt	0.9	nt	1.5	-2.1	nt	0.7
Cc1cc(C)cc(C(=O)NC(CC(N)=O)c2ccc(NC3CCCCCC3)c([N+](=O)[O-])c2)c1 (stereo not drawn)	4.5	4.5	5.3	1.8	4.9	5.7	0.8	-4.8
Cc1onc(-c2ccccc2Cl)c1C(=O)Nc1cccc(S(=O)(=O)N2CCOCC2)c1	nt	-0.8	-7.7	-0.6	14.7	nt	2.3	-5.5
CCC(C(=O)OCC(=O)Nc1ccc(F)cc1)c1ccccc1 (stereo not drawn)	3.8	-3.0	nt	1.8	-2.9	-2.7	1.3	-1.8
Cc1cc(N2CCC(C(=O)NC3CCCCC3)CC2)nc(-c2ccccc2)n1	29.3	-35.6	nt	-6.5	nt	3.8	-0.3	nt
COC(=O)c1ccc(/C=N/NC(=O)CC(=O)NC2CCCCC2)cc1	-0.8	-0.8	1.3	3.2	-9.4	5.0	-0.7	2.7
O=C(NCc1ccccc1F)C1CCCN(S(=O)(=O)c2ccc(-n3cnnn3)cc2)C1 (stereo not drawn)	nt	17.7	-7.2	-5.6	1.2	nt	-4.1	-0.6
O=C(CC1SC(=Nc2ccccc2)N(Cc2ccccn2)C1=O)Nc1cccc(Cl)c1 (stereo not drawn)	-2.7	16.9	-5.5	-5.2	3.1	30.9	-0.2	3.5
Clc1ccccc1-c1nn2c(-c3ccccn3)nnc2s1	-0.6	-0.9	nt	-0.3	24.9	5.4	0.0	nt
CO[C@H]1CN(C)C(=O)c2ccc(NC(C)=O)cc2OC[C@H](C)N(C(=O)CN2CCOCC2)C[C@H]1C	-1.0	-1.6	14.8	-2.7	-3.3	-2.9[16.7 µM]	-3.7	0.1
COc1ccc(N2CCN(C(=O)c3ccc(NS(=O)(=O)c4cccs4)cc3)CC2)cc1	22.4	-0.3	-40.1	-1.5	3.0	11.0	16.2	0.2
O=C(Cc1ccccc1)Nc1nnc(-c2ccco2)o1	2.0	nt	-1.9	nt	-5.8	nt	nt	-0.9
CCOc1ccc(-c2cc(C(=O)NCCCn3ccnc3)c3cc(Br)ccc3n2)cc1	nt	-7.1	2.1	0.6	nt	-3.3	-2.3	-3.0
Cc1ccccc1OCC(=O)Nc1nc(-c2ccncc2)cs1	-0.7	9.3	11.0	4.1	17.8	-7.4	2.1	-3.6
CC(/C=N/Nc1nncc(=O)[nH]1)=C\c1ccccc1	3.5	nt	1.2	-0.9	2.6	-5.1	-0.4	-2.4
O=c1[nH]cnc2c1ncn2[C@H]1CC[C@@H](CO)O1	6.1	0.7	2.0	-2.8	-1.1	-3.3	2.5	-0.9
C[C@@H]1CN([C@H](C)CO)C(=O)c2cc(-c3cccc(C#N)c3)cnc2O[C@H]1CN(C)Cc1ccc(F)cc1	-20.3	-0.3	-3.8	-1.8	nt	-10.1[16.7 µM]	1.2	-2.1
Cc1ccc(OCCC(=O)OCC(=O)NC2CCCC(C)C2C)cc1 (stereo not drawn)	-3.4	-5.5	31.6	-7.2	-2.8	-9.1	0.4	-9.8
Cc1nn(CCCC(=O)NC(C)c2ccccc2)c(=O)c2nn(-c3ccccc3)c(C)c12 (stereo not drawn)	nt	11.6	-17.3	1.8	-8.8	-7.9	-0.7	0.3
O=C(c1ccccc1)c1cc[n+]([O-])cc1	nt	nt	nt	3.8	6.4	-2.9	0.4	nt
CC(C(=O)O)C1SC(=O)NC1=O (stereo not drawn)	-3.6	24.1	nt	-4.5	nt	-6.1	0.7	nt

Reprinted at random: 2 compounds from above, in no set order.
smiles	PGC1a acetyl inh	Statin myotox sup	INS-1E GSIS act	PglD DTNB	FN deposition inh	miR-122 sensor	Cneo AK release	CFTR F508del cor
Cc1cc(N2CCC(C(=O)NC3CCCCC3)CC2)nc(-c2ccccc2)n1	29.3	-35.6	nt	-6.5	nt	3.8	-0.3	nt
CC(/C=N/Nc1nncc(=O)[nH]1)=C\c1ccccc1	3.5	nt	1.2	-0.9	2.6	-5.1	-0.4	-2.4

(listing goes on)
smiles	PGC1a acetyl inh	Statin myotox sup	INS-1E GSIS act	PglD DTNB	FN deposition inh	miR-122 sensor	Cneo AK release	CFTR F508del cor
Cn1nc(C(F)(F)F)c(C(=O)Nc2ccc(F)cc2F)c1Cl	-1.7	nt	12.6	nt	0.2	nt	nt	0.0
CNC(=O)NNC(=O)c1onc(-c2c(Cl)cccc2Cl)c1C(=O)OC	-1.7	-10.4	nt	nt	-11.4	nt	nt	-0.2
CCCc1cn(CC[C@H]2CC[C@@H](NC(=O)CCN3CCCCC3)[C@@H](CO)O2)nn1	1.4	0.7	13.4	1.2	4.4	nt	-2.6	3.9
COC(=O)Nc1ccc2c(c1)N(C(=O)CCCl)c1ccccc1S2	11.4	32.2	20.5	-3.9	nt	-3.6	-0.3	nt
O=C(N/N=C/c1cccnc1)c1ccc2ccccc2c1O	-3.3	-6.7	9.3	-2.8	nt	6.5	-5.8	-0.4
NC(c1ccccc1)c1csc(NC(=O)NCC2CCCCC2)n1 (stereo not drawn)	0.6	-3.4	-3.4	4.0	-4.0	nt	-1.1	1.6
FC(F)(F)c1cc(-c2ccco2)nc(NCc2ccco2)n1	-2.0	7.9	-22.3	3.1	-9.6	2.6	-1.6	nt
Cc1ccc(C2c3sc(=O)[nH]c3SC3C(=O)NC(=O)C32)cc1 (stereo not drawn)	-4.4	20.1	nt	0.6	nt	-2.0	-0.6	nt
CC(=O)c1cccc(NC(=O)CN2C(=O)COc3ccc(Cl)cc32)c1	5.9	14.3	-2.8	0.8	nt	-2.3	-3.0	-2.1
CC(Oc1ccc(Cl)cc1Cl)C(=O)NCCC1=CCCCC1 (stereo not drawn)	0.4	nt	-19.7	2.2	-2.9	-9.5	-2.1	nt
COc1cccc(CNC(=O)[C@@H]2[C@@H](CO)[C@@H]3Cn4c(ccc(C5=CCCCC5)c4=O)[C@H]2N3)c1	2.9	19.3	7.2	0.2	nt	-0.9[16.7 µM]	-0.3	1.0
COc1cc(OC)c(S(=O)(=O)NC(C)C)cc1S(=O)(=O)NC(C)C	5.6	-3.5	2.6	nt	15.4	14.7	nt	-0.4
Cc1cc(C(F)F)n2nc(C(=O)Nc3sc4c(c3C#N)CCC4)nc2n1	0.5	nt	-0.4	9.1	1.8	5.5	2.4	2.6

An unsorted share of the library. Share with any hit: about 2.1%.
